# HTRA1 inh: HTRA1 serine protease inhibitors, primary screen, biochemical, fluorescence polarization, HTS; Q92743; inhibition, % at 5.96 µM; hit rate 0.5% among 340,000; recombinant HTRA1, FP-rhodamine activity-based probe; in the data active = inhibition above about 36%;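 also: 0% = enzyme with DMSO and 100% = wells lacking enzyme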
# TCR-CD3 inh: inhibitors of human TCR-CD3 interaction, primary screen, biochemical, fluorescence, TAMRA-labeled TCR probe; inhibition, % at 9.4 µM; hit rate 0.37% among 360,000; AID 651800, 2012; in the data active = inhibition above about 19%;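 also: recombinant mutant TCR 2C K166C tagged with TAMRA read by polarization; 0% = receptor in buffer alone and 100% = receptor with positive control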
# NPR1 activator: GC-A stimulated cGMP production enhancers – HEK293 GC-A cells, cGMP TR-FRET, EC30 ANP, primary screen | 0% at EC30 ANP, 100% saturating ANP | activation, % at 10 µM | hit rate 0.14% among 370,000 | AID 1671463, 2021; in the data active = activation above about 40%
# UHRF1 binding: UHRF1 methylated DNA binding inhibitors, primary screen, counter-screen for MBD2 inhibitor project, biochemical, TR-FRET, human UHRF1, single concentration; E3 ubiquitin-protein ligase UHRF1 (Homo sapiens), Q96T88; UHRF1 binding to methylated oligo; inhibition, % at 4.4 µM; hit rate 0.75% among 370,000; AID 687016, 2013; in the data active = inhibition above about 21%;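 also: UHRF1 SRA domain binding a hemimethylated CpG hairpin DNA probe; 0% = median of test compound wells and 100% = reference inhibitor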
# mABHD4 FP: ABHD4 inhibitors, primary screen, biochemical, fluorescence polarization, mouse. purified mABHD4, FP-Rh probe fluorescence polarization. inhibition, % at 8.92 µM. hit rate 0.54% among 370,000;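 active = inhibition exceeding the mean over every tested compound plus 3 SD, cut at about 30% in these data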;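 also: 0% = plate median of compound wells and 100% = S159A mutant with DMSO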
#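 Test system: mouse ABHD4 enzyme, wild type. Reagent: FP-Rh fluorescent activity-based probe, added after compound pre-incubation. Timing: pre-incubation 45 min, probe exposure 60 min, at 25 °C. Technique: FP readout, ex 525 nm / em 598 nm. Benchmarks: high control S159A mutant with DMSO, low control median of compound wells.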
# GC-B act: human GC-B receptor activators, primary screen, HEK293 GC-B cells, cGMP TR-FRET, EC30 CNP. 0% at EC30 CNP, 100% saturating CNP. hit rate 0.11% among 370,000. AID 1920062, 2024. activation, % at 10 µM;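 active = activation at 10 µM reaching about 35% in either raw or pattern-adjusted values, limit read from the data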
# SIAE inh: human SIAE inhibitors, primary screen, biochemical, fluorescence polarization, FP-Rh probe, 1536-well HTS | Sialate O-acetylesterase (Homo sapiens), Q9HAT2 | inhibition, % at 9.66 µM | SIAE FP-Rh probe binding | hit rate 0.69% among 370,000;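 active = inhibition above a cutoff: mean of compounds within the control limits plus 3 SD of those, cut at about 17% in these data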;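 also: 0% = plate median of compound wells and 100% = probe without SIAE protein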
# Target sequence (Q9HAT2 whole entry, looked up): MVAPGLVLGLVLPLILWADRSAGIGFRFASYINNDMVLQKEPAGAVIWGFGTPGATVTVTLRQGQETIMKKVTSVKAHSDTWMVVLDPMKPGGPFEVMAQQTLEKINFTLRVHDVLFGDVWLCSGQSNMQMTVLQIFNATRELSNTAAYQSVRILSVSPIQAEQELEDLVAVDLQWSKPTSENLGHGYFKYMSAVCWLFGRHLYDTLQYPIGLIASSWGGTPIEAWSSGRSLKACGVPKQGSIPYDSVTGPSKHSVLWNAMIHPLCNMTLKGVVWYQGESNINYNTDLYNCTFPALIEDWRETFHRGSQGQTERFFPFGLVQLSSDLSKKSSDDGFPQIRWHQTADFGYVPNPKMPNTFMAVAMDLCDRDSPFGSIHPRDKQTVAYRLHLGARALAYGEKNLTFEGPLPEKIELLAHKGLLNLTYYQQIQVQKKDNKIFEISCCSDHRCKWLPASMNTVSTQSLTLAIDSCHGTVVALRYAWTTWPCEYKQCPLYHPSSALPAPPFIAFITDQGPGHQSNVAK
# rCAG RNA binder: binders of r(CAG) RNA repeats, primary screen, biochemical, fluorescence | r(CAG) RNA repeat, TO-PRO-1 dye displacement fluorescence | hit rate 1.3% among 370,000 | inhibition, % at 3 µM | AID 651821, 2012;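 active = inhibition above the plate cutoff, the mean of all test compounds on that plate plus 3 SD, cut at about 35% in these data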;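 also: 0% = DMSO alone and 100% = 100 µM mitoxantrone as full dye displacement; higher means more dye released from RNA so lower well fluorescence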
# MBD2 inh: inhibitors of MBD2 binding to methylated DNA, primary screen, biochemical, TR-FRET, DNA-binding domain, human | Methyl-CpG-binding domain protein 2 (Homo sapiens), Q9UBB5 | MBD2 binding to methylated oligonucleotide | inhibition, % at 4.4 µM | hit rate 0.31% among 370,000; in the data active = inhibition above about 13%
# PRMT1 FP inh: PRMT1 methyltransferase inhibitors, primary screen, biochemical, fluorescence polarization; Protein arginine N-methyltransferase 1 (Homo sapiens), Q99873; recombinant PRMT1, activity-based probe fluorescence polarization; inhibition, % at 2.79 µM; hit rate 1.3% among 370,000;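 active = inhibition above about 21% made by adding two undisclosed values, limit read from the data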
# Target sequence (Q99873 whole entry, looked up): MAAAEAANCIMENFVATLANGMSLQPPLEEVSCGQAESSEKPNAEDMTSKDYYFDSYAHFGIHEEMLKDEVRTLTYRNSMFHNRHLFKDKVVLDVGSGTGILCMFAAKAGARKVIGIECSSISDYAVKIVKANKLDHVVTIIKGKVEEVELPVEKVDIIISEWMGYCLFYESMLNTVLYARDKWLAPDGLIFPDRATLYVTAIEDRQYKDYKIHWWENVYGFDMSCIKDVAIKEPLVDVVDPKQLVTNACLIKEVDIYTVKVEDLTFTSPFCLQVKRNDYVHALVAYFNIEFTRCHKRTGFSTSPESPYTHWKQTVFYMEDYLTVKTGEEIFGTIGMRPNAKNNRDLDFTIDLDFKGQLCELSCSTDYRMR
# The depositor's hits bear a star; . = not tested or not shown. The list is partial (hit frequency here may not be typical).
# Start of the listing, in advance, 4 compounds:
SMILES,HTRA1 inh,TCR-CD3 inh,NPR1 activator,UHRF1 binding,mABHD4 FP,GC-B act,SIAE inh,rCAG RNA binder,MBD2 inh,PRMT1 FP inh
COCCNC(=O)C1(C)CCN(Cc2cccc(Oc3ccccc3)c2)C1 (stereo unspecified),.,3,-2,-2,0,-1,-5,-1,0,2
Cc1ccc2c(COC(=O)c3ccccc3F)cc(=O)oc2c1,-12,-6,3,2,-5,2,-1,0,-5,0
O=C(Nc1ccccc1)c1cccc(C(F)(F)F)c1,-5,2,0,2,2,8,0,0,-1,-1
Cc1cc(C)c(C)c(C(=O)C(=O)c2ccccc2)c1,-2,2,0,0,-4,2,2,7,-9,-3

# Results, repeating the preview:
SMILES,HTRA1 inh,TCR-CD3 inh,NPR1 activator,UHRF1 binding,mABHD4 FP,GC-B act,SIAE inh,rCAG RNA binder,MBD2 inh,PRMT1 FP inh
COCCNC(=O)C1(C)CCN(Cc2cccc(Oc3ccccc3)c2)C1 (stereo unspecified),.,3,-2,-2,0,-1,-5,-1,0,2
Cc1ccc2c(COC(=O)c3ccccc3F)cc(=O)oc2c1,-12,-6,3,2,-5,2,-1,0,-5,0
O=C(Nc1ccccc1)c1cccc(C(F)(F)F)c1,-5,2,0,2,2,8,0,0,-1,-1
Cc1cc(C)c(C)c(C(=O)C(=O)c2ccccc2)c1,-2,2,0,0,-4,2,2,7,-9,-3
O=C(O)c1ccc(COCC(F)(F)C(F)F)o1,3,6,-1,2,10,-3,6,-2,1,0
CN(C(=O)c1cccc(NC(=O)Cc2ccc(NC(=O)C3CCN(C(=O)C4CCC4)CC3)cc2)c1)C1CC1,1,-3,4,2,-3,2,4,3,1,7
CCOC(=O)C(=O)Nc1ccc(S(=O)(=O)Nc2nccs2)cc1,0,0,2,4,2,7,1,0,5,2
O=C(Cn1nc(-c2ccccc2)ccc1=O)N1CCOCC1,1,-4,-1,3,-2,2,1,4,2,-2
CC(OC(=O)c1ccc(Cl)cc1)C(=O)NCc1ccc2c(c1)OCO2 (stereo unspecified),2,-2,2,3,0,2,-1,-1,-1,0
COCCCNC(=O)COc1cc(C)c(Cl)c(C)c1,6,7,4,-1,1,3,-2,-7,-2,0
C=CCn1c(CC(=O)Nc2cccc(OC)c2)nnc1SCC(=O)NC1CCCCC1,10,6,-3,3,4,-1,4,-4,-5,0
O=C1N[C@@H](Cc2ccccc2)COC(=O)[C@H](Cc2ccc(F)cc2)CC/C=C/C[C@H]1CC(=O)N(CCO)Cc1ccccc1,-31,5,-1,-1,-8,-2,1,0,-5,0
O=C(N[C@@H]1C[C@@H]2O[C@@H](CO)CC[C@@H]2O[C@@H]1CCc1ccc(-c2cccnc2)cc1)c1cccc(F)c1,.,.,0,3,-13,-2,-2,4,7,1
CCCN1CCC(=O)N(CCSc2ccc(NC(C)=O)cc2)CC1,-1,5,3,-2,10,7,2,-8,-5,1
O=C1/C(=C/c2ccncc2)Oc2cc(OS(=O)(=O)c3ccccc3)ccc21,0,-2,-1,1,1,-3,-3,1,0,8
O=C(O)c1ccccc1/C=N/NC(=O)C1CCCCC1,13,14,1,6,-8,3,-4,4,-1,-4
COc1ccc2cc(OCC(=O)NNC(=O)Nc3ccc(F)cc3)ccc2c1,-4,9,1,-7,-4,-6,3,3,-2,0
COCC(C)n1c(C)cc(C(=O)COC(=O)c2nn(C)c(=O)c3ccccc23)c1C (stereo unspecified),-4,6,3,-6,-3,4,6,-1,4,-1
CON(C)C(=O)c1ccccc1N(C)C(=O)OC(C)(C)C,3,-2,1,-3,8,8,-2,-3,4,1
O=C(O)c1ccc(Cn2cnc3sc4c(c3c2=O)CCCC4)cc1,0,0,5,0,-19,-5,4,7,-1,-1
O=C(NCCOc1ccccc1)[C@@H]1CCCN1C(=O)c1cccs1,1,-3,1,-1,-6,3,2,2,-2,2
CCOC(=O)CN(C(=O)c1snc(C(N)=O)c1N)C(C(=O)NCCC(C)C)c1ccc(C)cc1 (stereo unspecified),-2,8,-7,-1,0,1,-7,1,0,0
Cc1nnc(N/N=C/C(C)c2ccccc2)[nH]c1=O (stereo unspecified),2,2,-2,-3,0,-1,1,1,4,-2
CC1=C(C(=O)N(C(C)C)C(C)C)CC(CC(=O)NCCN2CCOCC2)C(=O)N1CCC1=CCCCC1 (stereo unspecified),.,-4,-1,0,3,-4,0,-3,2,1
Cc1ccc(NC(=O)[C@H](Cc2ccccc2)NC(=O)CC[C@H]2O[C@@H](n3ccc(=O)[nH]c3=O)[C@H](O)[C@@H]2O)cc1C,.,4,2,1,1,8,1,2,2,-3

# Five entries out of the list above, arranged by the number in TCR-CD3 inh, rising:
SMILES	HTRA1 inh	TCR-CD3 inh	NPR1 activator	mABHD4 FP	GC-B act	SIAE inh	MBD2 inh	PRMT1 FP inh
Cc1ccc2c(COC(=O)c3ccccc3F)cc(=O)oc2c1	-12	-6	3	-5	2	-1	-5	0
CC1=C(C(=O)N(C(C)C)C(C)C)CC(CC(=O)NCCN2CCOCC2)C(=O)N1CCC1=CCCCC1 (stereo unspecified)	.	-4	-1	3	-4	0	2	1
O=C(NCCOc1ccccc1)[C@@H]1CCCN1C(=O)c1cccs1	1	-3	1	-6	3	2	-2	2
CON(C)C(=O)c1ccccc1N(C)C(=O)OC(C)(C)C	3	-2	1	8	8	-2	4	1
CCOC(=O)C(=O)Nc1ccc(S(=O)(=O)Nc2nccs2)cc1	0	0	2	2	7	1	5	2

# (cont.)
SMILES,HTRA1 inh,TCR-CD3 inh,NPR1 activator,UHRF1 binding,mABHD4 FP,GC-B act,SIAE inh,rCAG RNA binder,MBD2 inh,PRMT1 FP inh
O=C(NC1CCCC1)C(c1ccccn1)N(C(=O)c1csnn1)C1CC1 (stereo unspecified),-5,6,5,-3,0,-11,6,-4,1,0
CCN1Cc2cc(OC)ccc2-c2ccccc2S1(=O)=O,6,-1,-1,-3,-1,-1,2,2,-1,-2
CN(C)c1ccc(NC(=O)COC(=O)c2cc(Cl)ccc2[N+](=O)[O-])cc1,4,13,-2,1,4,-2,6,-1,-3,2
NC(c1ccccc1)c1cccs1 (stereo unspecified),.,-9,1,5,-1,-1,2,1,5,3
COc1ccc(C(=O)OCCOc2ccccc2C(C)=O)c(O)c1,-16,6,-4,-1,-7,-5,-1,-6,-2,-3
C[C@@H]1CN([C@@H](C)CO)C(=O)c2cc(Br)cnc2O[C@H]1CN(C)C(=O)C1CC1,5,-5,1,0,10,2,1,1,-1,5
COc1cccc(CNC(=O)C2CCC(=O)N(CCc3cccc(F)c3)C2)c1 (stereo unspecified),0,6,-1,-1,-5,5,3,-9,-6,3
CCN(CC)CCNC(=O)c1ccc2c(=O)n(CCc3ccccc3)c(=O)[nH]c2c1,-6,10,1,-1,3,-6,0,-2,-3,-1
COc1cc(C2=NOC(C(=O)Nc3ccc(C)cc3)C2)cc(OC)c1OC (stereo unspecified),-6,2,0,2,2,-1,-6,-1,0,-2
COc1c(S(=O)(=O)N2CCCC2)ccc(Cl)c1Cl,6,-2,-2,-1,10,-4,-4,-6,3,1
COc1ccc([N+](=O)[O-])cc1NC(=O)COC(=O)C12CC3CC(CC(O)(C3)C1)C2,6,0,0,-2,-1,2,0,0,5,2
CN(C)c1cccc(C(=O)N/N=C/c2ccoc2)c1,1,0,0,-1,1,-1,5,5,0,0
CCCCN(C(=O)c1ccc([N+](=O)[O-])s1)c1c(N)n(CCCC)c(=O)[nH]c1=O,-2,1,-1,1,5,3,5,0,2,1
Cn1c(SCC(=O)NCC2CCCO2)ncc(C(=O)Nc2ccccc2)c1=O (stereo unspecified),-2,0,13,-2,0,-4,-6,-4,-2,5
Cc1ccc(-c2nnc(-c3ccccc3Br)o2)cc1,-15,-3,-1,-2,7,-2,-4,4,-2,2
C[C@@H](C(=O)NCc1ccccc1)[C@H]1C[C@]1(C)[C@H](NC(=O)OCc1ccccc1)c1ccccc1,-34,0,-3,14,-5,2,1,-6,6,-3
CC(C)CNc1ncnc2c1ncn2[C@H]1CN(Cc2cccs2)C[C@@H](CO)O1,.,13,1,2,-7,6,-9,1,-2,-5
Cc1onc(-c2ccccc2)c1CNC(=O)CN1C(=O)c2ccccc2C1=O,6,9,3,0,-4,2,1,3,1,-1
Cc1cc(C)c2c(c1)NC(C(=O)O)C1CC=CC21 (stereo unspecified),74*,29*,-28,39*,56*,-4,20*,58*,16*,32*
Cc1ccc(S(=O)(=O)N2c3ccc(F)cc3C[C@H]2CSc2ccccc2)cc1,.,.,-1,1,-5,-5,-4,.,-3,-1
c1ccc(-c2nc3c4ccccc4ccn3c2CC2CCCCC2)cc1,.,-12,-1,19,-6,2,-1,5,5,-3
CCN1CCN(c2ccc(N3CCN(S(=O)(=O)c4cccc([N+](=O)[O-])c4)CC3)nn2)CC1,-3,1,4,-2,1,4,4,1,-1,-4
CS(=O)(=O)n1c2ccccc2c(=O)n1-c1ccccc1CCl,.,-7,2,0,4,1,3,2,1,0
O=C(Cn1ccc(=O)[nH]c1=O)NCCO,2,2,0,1,-2,2,2,2,-5,-2
COc1ccc(OC)c(C(c2nnnn2CCc2ccccc2)N2CCC(C(N)=O)CC2)c1 (stereo unspecified),3,6,-2,0,-6,-3,-4,-8,3,-2

# Screening results (PubChem)
